# Screening results as filed in PubChem.
# Pin1 inh = blocks the human prolyl isomerase Pin1. Q13526. Pin1 FP peptide displacement, HiFluor488, 10 min. Potency, µM (titrated, usually from 115 µM), without a hit: at the top dose activity, negative = inhibition, most hits filed as inhibitors. 390,000 compounds, 0.009% hits; active = well fitted inhibition curve with a large enough effect in the polarisation, with a control signal flat, not every such curve was filed as active; inconclusive = small, poorly fitted or top-dose-only effect, or effect the other way, or a change in a side signal; inactive = no such curve, though single readings can be large or run the other way; the % refers to the polarisation; also: potency is read from the fitted curve at half-maximal effect; % is scaled to controls: 0 for no effect and ±100 for the full control effect
# Target sequence (Q13526 whole entry, looked up): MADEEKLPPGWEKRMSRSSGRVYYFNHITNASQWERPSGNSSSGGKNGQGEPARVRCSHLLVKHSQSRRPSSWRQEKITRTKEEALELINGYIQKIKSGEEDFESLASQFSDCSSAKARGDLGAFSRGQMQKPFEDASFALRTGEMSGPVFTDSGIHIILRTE
# POLH inh = blocks human DNA polymerase eta activity; 390,000 compounds, 1.2% hits; recombinant Pol eta, fluorescent DNA replication assay; Q9Y253; Potency, µM (titrated, usually from 114 µM), inactives show at the highest dose activity change, negative = inhibition, actives largely listed as inhibitors; also: potency is read from the fitted curve at half-maximal effect; % is scaled to controls: 0 for no effect and ±100 for the full control effect
#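 Fluorescent replication assay: 50 nM final substrate added after a 15 min room-temperature compound preincubation with 10 nM enzyme. Signal taken at 0 min and again at 10 min.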
# PI4K2A block = blocks human PI4K2A kinase activity; Q9BTU6; activity change, negative = inhibition, % at 76.9 µM; purified PI4K2A, ADP-Glo luminescence, 1 h; active compounds read low; 420,000 compounds, 0.13% hits; in the data active = activity change below about -50%; inconclusive = mostly about -30% to -49%;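 also: -100% = wells without enzyme as full effect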
#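 ADP-Glo luminescence measured ADP generated by PI4K2A enzyme (4 ug/mL before mixing) with 1.2 mM PI substrate (pre-mix) and 300 microM ATP (pre-mix). Tris pH7.5 buffer with MgCl2, Triton X-100; 1 h reaction at ambient temperature.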
# GLS inhibitor = glutaminase GLS (human) inhibition | O94925 | GLS enzymatic activity, qHTS titration | Potency, µM (titrated, usually from 45.5 µM), for inactives: at the top dose activity change, negative = inhibition, actives largely listed as inhibitors | 410,000 compounds, 0.21% hits | AID 624170; also: potency is read from the fitted curve at half-maximal effect; % is scaled to controls: 0 for no effect and ±100 for the full control effect
# Target sequence (O94925 whole entry, looked up): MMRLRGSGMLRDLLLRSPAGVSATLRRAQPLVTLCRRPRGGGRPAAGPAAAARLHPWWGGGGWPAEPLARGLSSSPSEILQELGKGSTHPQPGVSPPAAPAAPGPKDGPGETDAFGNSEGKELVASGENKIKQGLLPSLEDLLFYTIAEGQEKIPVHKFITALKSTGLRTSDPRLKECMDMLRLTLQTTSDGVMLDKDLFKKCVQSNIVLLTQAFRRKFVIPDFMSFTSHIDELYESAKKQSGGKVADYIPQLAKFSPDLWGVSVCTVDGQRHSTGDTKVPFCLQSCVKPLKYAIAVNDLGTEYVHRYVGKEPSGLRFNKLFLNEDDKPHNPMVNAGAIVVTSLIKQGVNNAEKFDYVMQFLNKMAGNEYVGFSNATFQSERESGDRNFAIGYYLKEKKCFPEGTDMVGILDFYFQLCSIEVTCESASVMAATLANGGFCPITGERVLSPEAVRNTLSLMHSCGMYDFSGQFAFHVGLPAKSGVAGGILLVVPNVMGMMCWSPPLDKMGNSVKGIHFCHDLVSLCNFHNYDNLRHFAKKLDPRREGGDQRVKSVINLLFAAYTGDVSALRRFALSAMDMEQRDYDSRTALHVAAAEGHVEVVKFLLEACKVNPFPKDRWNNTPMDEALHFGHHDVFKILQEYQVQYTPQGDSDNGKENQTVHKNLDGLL
#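 Enzyme dispensed in phosphate buffer (45 mM, pH 8.2, 0.02% Tween-20), compounds pinned in, then 1 mM L-glutamine solution and the glutamate oxidase–HRP–Amplex Red mix added; fluorescence read immediately and again after 30 min at room temperature.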
# HP1b chromo inh = inhibitors of HP1-beta chromodomain binding to methylated histone tails. 390,000 compounds, 0.56% hits. AlphaScreen HP1-beta / biotin-H3K9me3 peptide binding. P83916. Potency, µM (series often up to 114 µM), for inactives: at the top dose activity change, negative = inhibition, hits mostly inhibitors; also: potency is read from the fitted curve at half-maximal effect; nearly all actives have a fitted effect of over 70% in size; inactives centre near 23
# Target sequence (P83916 whole entry, looked up): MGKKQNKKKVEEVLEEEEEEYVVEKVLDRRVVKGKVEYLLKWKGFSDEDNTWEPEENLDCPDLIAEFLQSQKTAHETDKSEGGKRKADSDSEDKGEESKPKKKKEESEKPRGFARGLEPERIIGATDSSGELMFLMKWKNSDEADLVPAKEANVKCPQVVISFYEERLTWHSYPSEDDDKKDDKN
#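 AlphaScreen: HP1-beta (50 nM) preformed 30 min with biotin-H3(1-18)K9me3 peptide (50 nM) in PBS pH 7.4, 0.01% Tween-20. Compound added for 30 min at RT, then streptavidin donor/nickel chelate acceptor beads (10 ug/mL) for 30 min.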
# JMJD2A Tudor inh = blocks the human JMJD2A Tudor domain. O75164. Potency, µM (titrated, usually from 114 µM), for inactives: at the top dose activity change, negative = inhibition, usual class: inhibitors. 390,000 compounds, 4.4% hits. AlphaScreen JMJD2A-Tudor / H3K4me3 peptide binding; also: potency is read from the fitted curve at half-maximal effect; % is scaled to controls: 0 for no effect and ±100 for the full control effect; nearly all actives have a fitted effect of over 50% in size
# Tb PGK inh = blocks T. brucei phosphoglycerate kinase. P07378. PGK/GAPDH coupled, Kinase-Glo luminescence, 60 min. Potency, µM (top dose mostly 57.5 µM), for the others: at the top dose activity change, negative = inhibition, actives largely listed as inhibitors. 380,000 compounds, 0.043% hits. AID 602233; also: potency is read from the fitted curve at half-maximal effect; % is scaled to controls: 0 for no effect and ±100 for the full control effect; nearly all actives have a fitted effect of over 60% in size
#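 Recombinant glycosomal PGK reaction used 1,3-bisphosphoglycerate generated in-well by GAPDH (100nM final) in 100mM TEA pH 7.6, 5mM MgCl2, 0.01% Tween-20. After 60 minutes at room temperature, ATP was read by Kinase-Glo Plus luminescence end-point.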
# BAZ2B block = blocks human BAZ2B | AID 504333 | 360,000 compounds, 4.4% hits | Potency, µM (titrated, usually from 114 µM), without a hit: at the highest dose activity change, negative = inhibition, hits mostly inhibitors | Q9UIF8 | AlphaScreen BAZ2B-H3K14Ac peptide displacement; also: potency is read from the fitted curve at half-maximal effect; % is scaled to controls: 0 for no effect and ±100 for the full control effect; nearly all actives have a fitted effect of over 60% in size
#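 BAZ2B 50 nM plus b-H3(5-23)K14Ac 50 nM, PBS pH 7.4/0.01% Tween-20, 30 min RT; compound added (max 110 uM), 30 min RT; streptavidin donor/Ni-chelate acceptor beads 10 ug/mL final, 20 min dark; AlphaScreen read.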
# G9a block = inhibitors of human histone lysine methyltransferase G9a. Potency, µM (titrated, usually from 102 µM), for the others: at the highest dose activity, negative = inhibition, usual class: inhibitors. G9a H3K9 monomethylation, AlphaScreen, 2 h. Q96KQ7. AID 504332. 350,000 compounds, 8.8% hits; also: potency is read from the fitted curve at half-maximal effect; % is scaled to controls: 0 for no effect and ±100 for the full control effect; nearly all actives have a fitted effect of over 75% in size
#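 Signal arises when biotinylated H3K9 peptide, once monomethylated, bridges streptavidin donor and antibody-captured acceptor beads. Enzyme at 20 nM was preincubated 15 min with test compounds; peptide 500 nM and SAM 20 uM then reacted for 2 h.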
# Starred values were filed as active, the others as inactive; i = inactive; u = inconclusive; x = no result given; [ ] = remark or other dose. Unless noted, calls follow the shape of the dose curve; as a rule, active = well fitted curve in the direction sought with a large enough effect; inconclusive = small, poorly fitted or top-dose-only effect, or another doubt; inactive = no such curve, though single readings can be large; an effect the other way counts as inactive or inconclusive. This is a subset, so the mix of outcomes need not match the whole.
SMILES,Pin1 inh,POLH inh,PI4K2A block,GLS inhibitor,HP1b chromo inh,JMJD2A Tudor inh,Tb PGK inh,BAZ2B block,G9a block
Cc1ccc(CNC(=O)c2ccc([N+](=O)[O-])o2)cc1,-4%,-7%,5,5%,17%,-12%,8%,-1%,-12%[59 µM]
COc1c(C)cccc1C(=O)Nc1ccc(OCC(=O)N2CCOCC2)cc1C,-2%,-17%,2,5%,45%[activator],-3%,4%,56µM*,-7%
COC(=O)c1c(NC(NC(=O)c2ccccc2)(C(F)(F)F)C(F)(F)F)sc2c1CCN(C)C2,4%,u,2,-5%,-6%,-27%,1%,2%,-77%
Cc1cccc(-n2c(C)cc(/C=N/NC(=O)c3ccc(CN4CCOCC4)cc3)c2C)c1,-2%,-12%,9,-5%,-2%,u,i,u,-9%[59 µM]
OCC1(Cc2ccccc2)CCN(Cc2cc3ccccc3o2)CC1,-11%,-20%,1,0%,22%,-13%,-7%,0%,-8%
O=C(CCc1ccccn1)N1CCCC(Nc2ccc(F)cc2)C1 (centres undefined),-3%,-6%,-4,12%,17%,-22%,-4%,-31%,x
CN(c1ccc(C(=O)NCc2cccnc2)cc1)S(C)(=O)=O,2%,-16%,7,9%,18%,-9%,3%,5%,2%[59 µM]
CC(=O)Nc1ccc(NC(=O)C(Cc2ccccc2)N2Cc3ccccc3C2=O)cc1 (centres undefined),0%,0%,-3,-4%,1%,-15%,-1%,-12%,-28%[59 µM]
NC(=O)c1nsc(C(=O)N(Cc2ccccc2Cl)C(C(=O)NCC2CCCO2)c2ccc(O)cc2)c1N (centres undefined),-1%,-10%,-22,0%,-13%,-15%,-1%,-2%,-1%
Cc1ccc(S(=O)(=O)N2CCCCC2)cc1NC(=O)COC(=O)Cc1c(F)cccc1Cl,14%,-16%,-1,4%,10%,-12%,-4%,4%,14%
COc1ccc(Cc2nc3ccc(C(=O)N(C)Cc4cc(C)[nH]n4)cc3o2)cc1OC,-4%,-9%,-3,-13%,28%,4%,0%,-12%[57.1 µM],13%
O=C(Cn1nnc2ccccc21)OCc1ccccc1,-1%,-2%,-1,-3%,46%[activator],-6%,-9%,18%,8%
CC(C)(C)c1nc(N2CCN(C(=O)c3ccco3)CC2)c2nnn(Cc3ccccc3)c2n1,u,-18%,-11,-4%,16%,-27%[57.1 µM],i,u,u
O=C(NCC(c1ccco1)N1CCc2ccccc2C1)C(=O)Nc1ccccc1F (centres undefined),19%,-24%,-1,1%,23%,-7%,3%,6%,9%
CC1Cc2ccccc2N1C(=O)CN1C(=O)NC(C)(c2ccc3c(c2)OCCO3)C1=O (centres undefined),1%,-14%,-1,4%,15%,-15%,2%,-3%,-6%[12.7 µM]
C/C(=N\NC(=O)c1nnn(-c2nonc2N)c1-c1ccc2c(c1)OCO2)c1ccc(C)cc1,u,-10%,-3,0%,23%,-17%,1%,-1%,-5%[0.0925 µM]
COc1ccc(C(=O)NNC(=O)COc2ccc(Cl)cc2C)cc1S(=O)(=O)N1CCOCC1,-6%,-2%,0,3%,39%,-9%,-7%,2%,-1%
CCn1c(SCC(=O)NC2CC2)nnc1-c1csc(C)c1,-3%,9%,-1,-2%,45%[activator],-9%,-3%,0%,17%
CCOC(=O)c1cn(C2CC2)c2c(F)c(F)c(F)cc2c1=O,-2%,-20%,2,-4%,48%[activator],-12%[57.1 µM],-6%,1%,11%
CCOCCCN(C(=O)Nc1ccc(Cl)cc1)C1CCN(C(C)=O)CC1,-7%,-12%,-6,3%,36%,-13%,6%,1%,-2%[59 µM]
CCOC(=O)N1CCN(S(=O)(=O)c2ccc(C(=O)Nc3sc4c(c3C#N)CCC4)cc2)CC1,52%[activator],u,0,11%,20%,-8%,0%,0%,-39%
CCN(C1CCCCC1)S(=O)(=O)CCNC(=O)c1ccc(OC)cc1,x,-3%,-4,-3%,x,x,-1%,x,x
CCOC(=O)C1C(CC)NC(=S)NC1(C)O (centres undefined),-11%,1%,4,-1%,43%[activator],-8%,3%,-1%,-10%
Cc1ccccc1NC(=S)N/N=C/c1ccc(O)cc1O,-3%,-24%,5,-19%,u,56µM*,i,8.9µM*,3%[12.7 µM]
Cc1ccc(-c2ccc(/C=N\NC(=O)C3C(=O)NCC3c3ccccc3)o2)cc1Cl (centres undefined),41%[activator],-18%,3,-6%,-7%,u,-2%,2%,u

# Brought forward from above: 2 compounds, followed by the next part.
SMILES,Pin1 inh,POLH inh,PI4K2A block,GLS inhibitor,HP1b chromo inh,JMJD2A Tudor inh,Tb PGK inh,BAZ2B block,G9a block
Cc1ccccc1NC(=S)N/N=C/c1ccc(O)cc1O,-3%,-24%,5,-19%,u,56µM*,i,8.9µM*,3%[12.7 µM]
Cc1ccc(-c2ccc(/C=N\NC(=O)C3C(=O)NCC3c3ccccc3)o2)cc1Cl (centres undefined),41%[activator],-18%,3,-6%,-7%,u,-2%,2%,u
O=C(Cn1ncc2c3ccccc3n(Cc3ccccc3)c2c1=O)NCCCN1CCCC1,17%,4%,0,7%,5%,-35%,4%,-26%,-9%[0.0925 µM]
O=C(c1ccccc1Oc1ccccc1)N1CCN(c2ccc(F)cc2)CC1,-1%,-2%,-2,24%,-30%,-6%[11.4 µM],8%,u,7%[12.7 µM]
CCOc1cc([N+](=O)[O-])c2nc(N)sc2c1,-2%,u,10,-5%,23%,-14%[11.4 µM],-4%,-23%,14%[12.7 µM]
COc1ccc(-c2csc(N3CCC(C(N)=O)(N4CCCCC4)CC3)n2)cc1,13%,-8%,1,-13%,-4%,u,2%,-11%,u
CCOc1ccccc1C(=O)NCCCCCC(=O)O,-7%,-16%,5,-9%,25%,7%,-8%,11%,5%[59 µM]
Cc1ccc(OC(=O)C2CCN(C(=O)c3ccccc3C)CC2)c(Br)c1,2%,-7%,3,17%,19%,-11%,-4%,3%,-40%
COc1ccccc1CC(=O)NNC(=O)c1ccc(C(C)(C)C)cc1,0%,-15%,-4,3%,32%,-1%,0%,-2%,u
C/C(=N\Nc1ccc(F)cc1F)c1ccccc1O,-7%,-17%,3,u,42%,-2%,1%,-7%,14µM*
Cc1sc(NC(=O)COc2ccccc2)c(C#N)c1-c1ccccc1,7%,-15%,1,10%,21%,-12%,3%,-4%,2%[59 µM]
COc1ccc2c(c1)CCO[C@]21O[C@H](CCO)C[C@H](O)[C@H]1O,x,-4%,-10,-2%,x,x,-4%,x,x
O=c1cc(CN2CCc3ccccc32)nc2sccn12,-12%,12%,-11,12%,u,18µM*,u,-5%,32µM*
CN(C)c1nc(Oc2ccc(=O)[nH]n2)nc(N2CCCCC2)n1,0%,-8%,-1,-4%,27%,2%,-5%,-5%,-2%[59 µM]
Cc1cccc(N(C(=O)Nc2ccccc2)C2=NCC(C)S2)c1 (centres undefined),-2%,-15%,-1,2%,84%[activator],-4%,-12%,-3%,u
COc1cccc(Oc2ccc3nnc(C(F)(F)F)n3n2)c1,-11%,-14%,4,0%,67%[activator],-13%,-9%,-8%,-9%
Cc1c(C(=O)NCCSCc2cccc(C(F)(F)F)c2)cnn1-c1ccc(F)cc1,1%,-22%,-3,3%,41%[activator],-8%,-7%,0%,9%
NC(=O)CSc1nnnn1-c1cccc(O)c1,u,-4%,2,-10%,35%[activator],-9%,12%,-3%,-1%[59 µM]
Cc1cccc(N2CCN(c3c4c(nc5nncn35)CCC4)CC2)c1C,-3%,x,-5,-13%,28%,-9%,x,-13%,-5%[59 µM]
C=CCNc1nc(-c2cc3ccccc3o2)cs1,1%,-19%,-2,7%,-10%,-22%,11%,u,11µM*
CCOc1ccccc1Nc1nc(-c2sc(C)nc2C)cs1,9%,-19%,3,1%,6%,u,i,u,u

# Among those listed so far, these contain a cyano group:
SMILES,Pin1 inh,POLH inh,PI4K2A block,GLS inhibitor,HP1b chromo inh,JMJD2A Tudor inh,Tb PGK inh,BAZ2B block,G9a block
CCOC(=O)N1CCN(S(=O)(=O)c2ccc(C(=O)Nc3sc4c(c3C#N)CCC4)cc2)CC1,52%[activator],u,0,11%,20%,-8%,0%,0%,-39%
Cc1sc(NC(=O)COc2ccccc2)c(C#N)c1-c1ccccc1,7%,-15%,1,10%,21%,-12%,3%,-4%,2%[59 µM]

# Copied from the list:
# In POLH inh, `Cc1ccc(OC(=O)C2CCN(C(=O)c3ccccc3C)CC2)c(Br)c1` reads -7%
# In Tb PGK inh, `COc1ccc2c(c1)CCO[C@]21O[C@H](CCO)C[C@H](O)[C@H]1O` reads -4%
# In Pin1 inh, `O=C(Cn1ncc2c3ccccc3n(Cc3ccccc3)c2c1=O)NCCCN1CCCC1` reads 17%
# In POLH inh, `O=c1cc(CN2CCc3ccccc32)nc2sccn12` reads 12%
# In G9a block, `Cc1sc(NC(=O)COc2ccccc2)c(C#N)c1-c1ccccc1` reads 2%[59 µM]
# In POLH inh, `COc1ccccc1CC(=O)NNC(=O)c1ccc(C(C)(C)C)cc1` reads -15%
